zfTRPN1 agonist: agonists of zebrafish TRPN1 channel. HEK293 zebrafish TRPN1-YFP, Fluo-8 calcium fluorescence; 100% = response to 87 µM carbachol. activation, % at 3 µM. 220,000 compounds, 0.18% hits. AID 1424;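 active means activation above its plate's cutoff, the mean activation of test wells on that plate plus 3 SD, cut at about 19% in these data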;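 further: 0% = DMSO alone and 100% = 87 µM carbachol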
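Material: zebrafish TRPN1-YFP in HEK293 cells; Doses: single test compound dose, 3 µM nominal, 0.3% DMSO; Timing: dye loading 1 h at 37 °C, then 30 min room temperature; Technique: intracellular calcium fluorescence with Fluo-8; Benchmarks: high carbachol 87 µM, low DMSO alone.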
S1P4 antagonist: human S1P4 receptor antagonism; O95977; S1P4-expressing cells, antagonist mode, reporter read-out; inhibition, % at 4.98 µM; 220,000 compounds, 0.26% hits; AID 1510; in the data active means inhibition above about 29%;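 further: 0% = wells stimulated with agonist and 100% = vehicle wells without agonist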
Ba/F3 V617F tox: lowers viability of Ba/F3 cells expressing EpoR and JAK2V617F; ATP luminescence; inhibition, % at 5.6 µM; 220,000 compounds, 1.1% hits;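 active means inhibition above the campaign mean plus 3 SD over all tested compounds, cut at about 24% in these data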;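 further: cytokine-independent growth of Ba/F3 cells driven by EpoR plus mutant JAK2; 0% = DMSO-treated cells and 100% = JAK inhibitor I control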
BaF3 parental: reduces parental Ba/F3 cell viability, JAK2V617F counter-screen; 220,000 compounds, 1.1% hits; inhibition, % at 5.6 µM; AID 1486; CellTiter-Glo ATP luminescence;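 active means inhibition above a per-campaign cutoff, the mean inhibition of all tested compounds plus 3 SD, cut at about 27% in these data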;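 further: 0% = DMSO wells and 100% = JAK Inhibitor I control wells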
EP2 modulator: modulates human prostaglandin E2 receptor EP2 signaling. P43116. EP2-expressing cells, cAMP HTRF FRET, PGE2 co-stimulation. induction, % at 25 µM. 260,000 compounds, 0.83% hits. AID 940;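 active means compounds whose cAMP rise, as percent of the full-agonist control response, exceeds 60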;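 further: rat C6 glioma line stably carrying human EP2 under a CMV promoter; the protocol text gives 20 µM as final concentration; 100% = response of wells given 1 µM PGE2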
Target sequence (P43116 whole entry, looked up): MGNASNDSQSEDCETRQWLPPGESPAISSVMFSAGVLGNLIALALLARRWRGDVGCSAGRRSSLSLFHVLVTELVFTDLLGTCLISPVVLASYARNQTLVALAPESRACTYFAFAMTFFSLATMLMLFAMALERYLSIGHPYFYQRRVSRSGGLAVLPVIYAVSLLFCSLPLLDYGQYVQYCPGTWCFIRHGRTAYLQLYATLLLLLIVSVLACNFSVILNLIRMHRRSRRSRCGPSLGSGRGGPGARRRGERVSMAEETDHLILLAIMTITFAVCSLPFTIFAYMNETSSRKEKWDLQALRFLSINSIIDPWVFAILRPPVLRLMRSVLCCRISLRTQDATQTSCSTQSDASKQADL
TRPML3 ag: human mucolipin-3 channel agonism; Q8TDD5; 220,000 compounds, 0.29% hits; HEK293 TRPML3-YFP, Fluo-8 calcium fluorescence; 100% = the carbachol control signal; activation, % at 3 µM;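 active means activation above its plate's cutoff, the mean activation of the plate's test wells plus 3 SD, cut at about 12% in these data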;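 further: 0% = DMSO only wells and 100% = carbachol wells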
Target sequence (Q8TDD5 whole entry, looked up): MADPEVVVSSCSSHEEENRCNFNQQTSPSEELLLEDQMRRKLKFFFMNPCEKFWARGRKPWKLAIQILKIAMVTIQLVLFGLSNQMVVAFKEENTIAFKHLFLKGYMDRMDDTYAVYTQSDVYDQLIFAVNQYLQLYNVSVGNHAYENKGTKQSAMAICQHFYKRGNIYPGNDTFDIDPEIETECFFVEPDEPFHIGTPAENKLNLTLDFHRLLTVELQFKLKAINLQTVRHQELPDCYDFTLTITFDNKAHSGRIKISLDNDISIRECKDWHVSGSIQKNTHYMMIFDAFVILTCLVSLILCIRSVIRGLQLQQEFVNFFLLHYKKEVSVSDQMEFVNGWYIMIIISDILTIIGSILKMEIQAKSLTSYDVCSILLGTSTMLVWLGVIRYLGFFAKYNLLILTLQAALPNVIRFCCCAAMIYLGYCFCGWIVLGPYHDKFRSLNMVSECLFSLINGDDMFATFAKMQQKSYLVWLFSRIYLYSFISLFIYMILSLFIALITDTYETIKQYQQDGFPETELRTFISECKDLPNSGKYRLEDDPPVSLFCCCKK
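Test system – HEK293 line with stable expression of human TRPML3-YFP channel · Control set – carbachol 87 µM final as high control (100%), DMSO as low control (0%) · Signal – Fluo-8 calcium dye fluorescence, ex 470-495, em 515-575 nm · Incubation – 1-h 37 °C dye load, 5-s basal, 120-s post-compound reads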
m-calpain inh: blocks pig calpain II enzyme activity | purified calpain II, fluorogenic peptide substrate, 30 min | inhibition, % at 16 µM | 220,000 compounds, 0.37% hits | AID 1236;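 active means inhibition above about 50%, limit read from the data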
PERK inh: blocks human PERK kinase | 220,000 compounds, 0.17% hits | inhibition, % at 5.6 µM | CHO PERK-DD fusion, SEAP luminescence translation reporter | Q9NZJ5;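 active means inhibition above the mean inhibition of all tested compounds plus 3 SD, set separately per screening campaign, cut at about 2.9% in these data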;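 further: PERK kinase domain activated by AP20187 dimerizer at 100 nM; 0% = DMSO with dimerizer and 100% = rapamycin at 8.4 µM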
S1P4 agonist: agonists of human S1P4 receptor; 220,000 compounds, 0.35% hits; S1P4-expressing cell line, agonist reporter assay; AID 1509; activation, % at 4.98 µM; in the data active means activation above about 11%;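 further: 0% = DMSO vehicle and 100% = reference agonist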
* hit, by the source's call; & = joins results of further samples. The order is random; any-hit rate near 3.6%.

Letters: A = zfTRPN1 agonist; B = S1P4 antagonist; C = Ba/F3 V617F tox; D = BaF3 parental; E = EP2 modulator; F = TRPML3 ag; G = m-calpain inh; H = PERK inh; I = S1P4 agonist
CSc1oc(-c2ccc(F)cc2)nc1S(=O)(=O)c1ccc(F)cc1
  A: -0.7; B: -8; C: 2; D: 6; E: 32; F: -0.3; G: -17; H: 0.0; I: -0.9
Cc1cccc(C(=O)N2CCc3ccccc3C2)c1[N+](=O)[O-]
  A: 0.3; B: 0; C: -1; D: 8; E: -21; F: -0.1; G: -11; H: 0.3; I: -0.5
COc1ccccc1C1SCCN1S(=O)(=O)c1cccc(C(F)(F)F)c1 (centres undefined)
  A: -1.0; B: 13; C: 2; D: 5; E: 35; F: 7.9; G: 26; H: 0.2; I: -0.6
CCc1nc2cc3sc(CC)nc3cc2s1
  A: -0.9; B: -16; C: -3; D: 8; E: -5; F: 0.1; G: 0; H: 1.9; I: 0.3
O=C(NCc1cccnc1)c1ccc([N+](=O)[O-])cc1
  A: 1.2; B: -5; C: 1; D: 6; E: 1; F: 1.4; G: -9; H: 0.0; I: -0.1
C=CCOc1ccc2nc(NC(=O)OC)[nH]c2c1
  A: 0.1; B: 14; C: 78*; D: 79*; E: -1; F: 0.8; G: 3; H: 0.1; I: 1.1
CCOc1ccc(-n2ccnc2SCC(=O)Nc2nnc(C)s2)cc1
  A: 0.3; B: 14; C: 3; D: 4; E: 3; F: 0.0; G: -42; H: -0.5; I: 1.1
N#Cc1c(N)n(CCOC(=O)c2cccc(Br)c2)c2nc3ccccc3nc12
  A: 1.0; B: -7; C: -4; D: -3; E: -16; F: 0.6; G: -186; H: -0.7; I: 1.4
COCCNC(=O)c1onc(CSc2ccc(C)c(C)c2)c1C(=O)O
  A: 0.5; B: 8; C: -4; D: -3; E: 0; F: 0.6; G: -34; H: 1.5; I: 0.4
CC(Oc1ncnc2ccccc12)C(=O)Nc1cccc(S(=O)(=O)N2CCOCC2)c1 (centres undefined)
  A: 2.0; B: -8; C: 5; D: 12; E: 1; F: 1.1; G: 21; H: -0.2; I: 0.9
O=C(CSc1nc2ccccc2s1)NNC(=S)Nc1ccc(Cl)cc1
  A: -1.7; B: -4; C: 6; D: 8; E: 22; F: 0.0; G: 11; H: 0.1; I: 1.3
CC(C)NC(=O)CSc1nc2ccccc2n1CC(=O)N(C(C)C)C(C)C
  A: 0.0; B: -2; C: -1; D: 9; E: 9&-9; F: 1.0; G: 15; H: -0.4; I: -2.8
CN(C)CC(O)COc1cccc(OCC(O)CN(C)C)c1 (centres undefined)
  A: 1.9; B: -7; C: -4; D: 9; E: 2; F: 1.3; G: 5; H: -0.3; I: -1.2
OCCCc1ccc(O)c(O)c1
  A: 2.1; B: -33; C: -2; D: -1; E: -3; F: 0.1; G: 6; H: 0.6; I: 0.6
CC(C)CCNC(=S)Nc1ccccc1F
  A: 0.7; B: -15; C: -2; D: 4; E: 5; F: 0.2; G: -15; H: 0.5; I: 0.7

The list goes on:
Letters: A = zfTRPN1 agonist; B = S1P4 antagonist; C = Ba/F3 V617F tox; D = BaF3 parental; E = EP2 modulator; F = TRPML3 ag; G = m-calpain inh; H = PERK inh; I = S1P4 agonist
CCCN(CCO)Cc1ccc(Br)cc1
  A: -0.1; B: -4; C: -2; D: 0; E: 22; F: 0.7; G: 20; H: 1.1; I: 0.4
CCCN(CC1CC1)C(=O)CCc1nnc(CCc2c[nH]c3ccccc23)o1
  A: -1.3; B: -9; C: 3; D: 1; E: -33; F: -0.5; G: 27; H: 1.4; I: 0.3
O=C(Cc1ccc(S(=O)(=O)N2CCOCC2)s1)Nc1nc2c(s1)CCCC2
  A: 1.5; B: 0; C: -3; D: 3; E: -29; F: 0.7; G: -35; H: 1.9; I: -3.4
COCP(=O)(c1ccccc1)c1ccccc1
  A: -0.9; B: -3; C: -3; D: 1; E: -1; F: 0.5; G: -4; H: -0.3; I: -1.8
CS(=O)c1nc(-c2ccc(Br)cc2)cc(-c2ccccc2)c1C#N (centres undefined)
  A: -1.1; B: 26; C: 5; D: -4; E: 11; F: 0.1; G: -58; H: -0.2; I: 2.6
Cc1ccc(NC(=O)N2CCCC2C(=O)NCCc2ccccc2)cc1 (centres undefined)
  A: 1.0; B: -2; C: -2; D: 9; E: 18; F: -0.4; G: -6; H: 0.1; I: 0.8
O=C(CCc1ccccc1)Nc1ccc(S(=O)(=O)N2CCOCC2)cc1
  A: 5.1; B: 8; C: 5; D: 3; E: -44; F: 0.1; G: 28; H: -0.6; I: -1.4
Cc1cc2c(cc1C)-c1nnc(-c3ccc4ccccc4n3)n1C(C)(C)C2
  A: 0.0; B: -13; C: -2; D: -1; E: 21; F: 0.2; G: 17; H: 0.4; I: -0.3
CCOC(=O)N1CCN(C(=O)c2ccccc2NC(=O)c2ccc(F)cc2)CC1
  A: 1.6; B: -19; C: 1; D: 11; E: 19; F: 0.0; G: 25; H: -0.7; I: 2.8
CS(=O)(=O)N(CC(=O)N1CCCC1)Cc1ccc(Cl)cc1
  A: 0.5; B: -6; C: 1; D: 1; E: 9; F: 0.5; G: -10; H: 0.4; I: 1.3
CCCCn1c(-c2ccccc2)cnc1SCC(=O)NCCc1ccc(OC)c(OC)c1
  A: -1.4; B: -6; C: 6; D: 6; E: 36; F: -0.8; G: -14; H: -1.0; I: -0.9
CC(C)Cn1c(N)c(C(=O)COC(=O)[C@@H]2CCCN2C(=O)c2cccs2)c(=O)n(C)c1=O
  A: 1.3; B: -9; C: -1; D: 1; E: -10; F: 1.4; G: -9; H: 1.3; I: -1.1
O=S(=O)(c1ccccc1)c1cnc(-c2cccnc2)nc1-c1ccc(Cl)c(Cl)c1
  A: 0.1; B: 7; C: 3; D: 3; E: 27; F: 0.3; G: 15; H: -0.4; I: 0.0
CCOc1ccc(Nc2nc3c(c(=O)[nH]2)CCC3)cc1
  A: -0.5; B: 6; C: 0; D: 1; E: 16; F: 0.2; G: -4; H: -1.5; I: 2.4
O=S(=O)(Nc1cccnc1)c1cc(Cl)ccc1Cl
  A: 0.1; B: 0; C: -7; D: 2; E: 14; F: -0.2; G: -3; H: -0.6; I: 0.0

(further entries)
Letters: A = zfTRPN1 agonist; B = S1P4 antagonist; C = Ba/F3 V617F tox; D = BaF3 parental; E = EP2 modulator; F = TRPML3 ag; G = m-calpain inh; H = PERK inh; I = S1P4 agonist
NC(=O)C1CCN(c2oc(-c3ccccc3F)nc2S(=O)(=O)c2ccc(Cl)cc2)CC1
  A: 1.4; B: -13; C: -5; D: 0; E: 0; F: 0.5; G: 17; H: -0.6; I: -0.3
COc1ccc(-c2csc(NC(=O)c3ccoc3C)n2)cc1
  A: 5.8; B: -11; C: -2; D: 2; E: -35; F: 1.0; G: 0; H: 2.4; I: 1.6
COCCNC(=O)c1cn(C)c2ccc(S(=O)(=O)N(C)C3CCCCC3)cc2c1=O
  A: 2.1; B: -26; C: 4; D: 11; E: -3; F: 1.1; G: 3; H: 0.5; I: -0.1
Cc1cc2cc(CN(CCN3CCOCC3)C(=O)Nc3ccccc3F)c(=O)[nH]c2cc1C
  A: -1.0; B: 19; C: -2; D: -2; E: 14; F: 0.9; G: -20; H: -0.9; I: -0.1
OCCC1CN(Cc2ccc3c(c2)CCO3)CCN1C1CCCC1 (centres undefined)
  A: -0.2; B: -17; C: -1; D: 5; E: -9; F: 3.8; G: -20; H: 0.5; I: 0.5
Cc1ccc(NC(=O)CSc2nnc([C@H](C)NC(=O)OC(C)(C)C)o2)c(C)c1
  A: -0.3; B: -11; C: 6; D: -3; E: 16; F: 0.4; G: 28; H: -1.5; I: -2.0
Cc1cc(C)nc(SCC2COc3ccccc3O2)n1 (centres undefined)
  A: -1.2; B: -9; C: -3; D: 1; E: 15; F: -0.2; G: -18; H: 0.6; I: 1.0
Cc1nc(NC(=O)c2ccc(Br)o2)sc1C
  A: -0.6; B: -10; C: -3; D: 4; E: 3; F: 0.7; G: -40; H: -2.1; I: 2.8
CCOc1ccc(NS(=O)(=O)c2ccc(NC(C)=O)c(OC)c2)cc1
  A: -1.0; B: 13; C: -1; D: 2; E: -15; F: 0.5; G: -32; H: 0.6; I: -1.7
Cc1ccc(-c2ccc(SCC(=O)c3ccccc3)nn2)cc1
  A: -0.1; B: -10; C: 1; D: 6; E: 10; F: 0.4; G: 26; H: -0.2; I: 0.2
C/C(=N\OC(=O)c1ccccc1)c1cc(-c2ccc(Cl)cc2)no1
  A: 0.6; B: -9; C: -3; D: 1; E: 3; F: 0.2; G: 14; H: 0.8; I: 0.8
COc1ccc(-c2cc(C(=O)Nc3cnn(Cc4ccccc4C)c3)no2)cc1OC
  A: -0.4; B: -6; C: -6; D: 1; E: -11; F: 0.2; G: -89; H: 0.7; I: -1.4
Cc1ccc(NC(=O)CSc2nnc(-c3ccc(S(=O)(=O)N4CCCC4)cc3)o2)cc1C
  A: 0.5; B: -17; C: 1; D: 4; E: 29; F: 0.7; G: -9; H: -0.5; I: 2.2
COc1ccccc1N(CC(=O)NC1CCCC1)C(=O)CCC(=O)Nc1cc(C)on1
  A: -0.5; B: 4; C: -5; D: -4; E: 19&5; F: 0.2; G: 12; H: 0.3; I: 0.2
C(=N\Nc1nc(N2CCCC2)nc(N2CCCC2)n1)/c1cccnc1
  A: 1.1; B: -5; C: -3; D: 2; E: 8; F: 0.8; G: -6; H: -1.0; I: 2.2
N#C/C(C(=O)N1CCCCC1)=C1\Nc2ccccc2S1
  A: 2.3; B: 5; C: -7; D: -2; E: 4; F: -0.1; G: -33; H: -0.1; I: -3.5

Bioassay records deposited in PubChem by several laboratories.
